MEKK2wt PB1 HTS: modulators of MEK5 binding to wildtype MEKK2, primary screen, biochemical, multiplex bead flow cytometry, Alexa488-MEK5; 290,000 tested, 1.1% active; AID 1531, 2009; Alexa488-MEK5 binding to MEKK2 WT; actives lie on both sides; binding response (% of control), % at 10 µM; Mitogen-activated protein kinase kinase kinase 2 (Homo sapiens), Q9Y2U5; in the data active means binding response below about 67% or above about 130%
IDE cell activ: human IDE activators in live cells, primary screen, fluorescence polarization, HEK cells, FAbeta-B substrate | activation, % at 5.96 µM | 340,000 tested, 0.073% active | FAbeta-B cleavage; 0% vehicle, 100% cell-free pure enzyme wells;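 active means activation above the mean of all tested compounds plus 3 SD, set per screening campaign, cut at about 17% in these data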
Target sequence (P14735 whole entry, looked up): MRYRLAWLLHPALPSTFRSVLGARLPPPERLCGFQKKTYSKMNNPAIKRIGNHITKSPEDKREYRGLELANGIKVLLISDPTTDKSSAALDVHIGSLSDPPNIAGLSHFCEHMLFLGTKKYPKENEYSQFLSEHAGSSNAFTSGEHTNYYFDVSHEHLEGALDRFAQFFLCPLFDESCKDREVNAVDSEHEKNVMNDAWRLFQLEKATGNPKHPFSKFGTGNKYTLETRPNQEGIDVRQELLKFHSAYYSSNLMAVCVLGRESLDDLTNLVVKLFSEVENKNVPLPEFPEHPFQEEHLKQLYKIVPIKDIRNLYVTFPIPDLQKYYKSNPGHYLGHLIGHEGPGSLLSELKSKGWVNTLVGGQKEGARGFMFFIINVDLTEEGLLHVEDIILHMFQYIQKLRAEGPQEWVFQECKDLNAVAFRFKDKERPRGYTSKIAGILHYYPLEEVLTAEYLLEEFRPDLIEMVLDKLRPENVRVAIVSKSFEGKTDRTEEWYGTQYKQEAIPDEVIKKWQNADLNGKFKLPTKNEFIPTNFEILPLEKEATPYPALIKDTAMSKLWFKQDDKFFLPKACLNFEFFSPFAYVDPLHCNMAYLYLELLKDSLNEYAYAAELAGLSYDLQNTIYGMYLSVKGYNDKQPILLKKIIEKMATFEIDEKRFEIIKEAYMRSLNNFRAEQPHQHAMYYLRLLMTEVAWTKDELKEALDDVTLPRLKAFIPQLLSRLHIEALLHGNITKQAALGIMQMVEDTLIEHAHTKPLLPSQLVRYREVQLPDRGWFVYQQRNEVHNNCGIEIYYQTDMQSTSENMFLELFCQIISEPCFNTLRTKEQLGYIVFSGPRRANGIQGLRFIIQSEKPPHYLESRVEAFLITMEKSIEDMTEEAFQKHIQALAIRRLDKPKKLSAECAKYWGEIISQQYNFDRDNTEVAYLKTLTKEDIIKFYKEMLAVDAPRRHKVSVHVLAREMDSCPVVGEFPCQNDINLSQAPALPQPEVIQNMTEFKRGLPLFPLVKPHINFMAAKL
UBC9 SUMO inh: inhibitors of in vitro SUMOylation cascade, primary screen, biochemical, HTRF, uHTS; SUMO-conjugating enzyme UBC9 (Homo sapiens), P63279; HTRF SUMOylation assay, SAE1/SAE2 + UBC9; inhibition, % at 35 µM; 290,000 tested, 0.36% active; AID 2006, 2009; in the data active means inhibition above about 50%, passing the limit was not always enough; further: strong numbers were not always called active
MEKK3 PB1 HTS: modulators of MEKK3-MEK5 PB1 binding, primary screen, biochemical, wildtype MEKK3, multiplex bead flow cytometry, Alexa488-MEK5; Mitogen-activated protein kinase kinase kinase 3 (Homo sapiens), Q99759; bead-based flow cytometry, Alexa488-MEK5 binding to MEKK3; actives lie on both sides; 0 = blocked by unlabeled MEK5, 100 = vehicle; binding response (% of control), % at 10 µM; 290,000 tested, 1.4% active; AID 1529, 2009;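 active means binding response more than 3 SD above or below the average of its plate-row segment, actives on both sides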;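 further: Alexa488 bead fluorescence after subtracting the streptavidin-only scavenger bead signal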
IDE inh: human IDE inhibitors in live cells, primary screen, fluorescence polarization, HEK cells, FAbetaB substrate | Insulin-degrading enzyme (Homo sapiens), P14735 | FAbetaB cleavage | inhibition, % at 5.59 µM | 320,000 tested, 0.41% active;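 active means percent inhibition above the average of all tested compounds plus 3 SD, set per screening campaign, cut at about 16% in these data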;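 further: IDE supplied by intact live HEK cells; FP after avidin binding of uncleaved biotin substrate so inhibition keeps polarization high; 0% = DMSO wells and 100% = 60 µM reference IDE inhibitor Ii1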
M18AAP inhibitor: PfM18AAP inhibitors, malaria aminopeptidase, primary screen, biochemical, QFRET, recombinant enzyme. M18 aspartyl aminopeptidase (Plasmodium falciparum 3D7). H-Glu-NHMec fluorogenic cleavage. inhibition, % at 7.35 µM. 290,000 tested, 1.2% active. AID 1822, 2009;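 active means inhibition above the campaign mean inhibition over all tested compounds plus 3 SD, cut at about 28% in these data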;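 further: 0% = plate median of test compound wells and 100% = 2 mM ZnCl2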
pCIP destab: p/CIP-EGFP fusion destabilizers, primary screen, fluorescence, F442A cells; 290,000 tested, 0.01% active; decrease of EGFP signal, % at 10 µM; 16 h;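 active means EGFP signal decrease of at least 30% at 10 µM or well 3 SD below plate mean, unless failing retest; inactive means the rest, including hits failing retest or dose response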; further: some compounds called inactive have numbers as strong as hits; many of its hits are not listed in these tables
MEKK2 mut-MEK5: MEK5 binding signal on mutant MEKK2 PB1, primary screen, biochemical, multiplex bead flow cytometry, Alexa488-MEK5; Alexa488-MEK5 binding to MEKK2 mutant; percent response, % at 10 µM; 290,000 tested, 0.35% active; in the data active means percent response above about 24%, passing the limit was not always enough; further: inactives centre near 1; some results filed as inactive read as strong as hits; reference of the scale not given here
NALP1 inh: NALP1 inflammasome inhibitors in reconstituted yeast, colorimetric, S. cerevisiae, triplicate retest; 280,000 tested, 0.61% active; inhibition, % at 10 µM; S. cerevisiae NALP1/ASC/caspase-1 growth, X-gal OD620, 72 h; in the data active means inhibition mostly above about 24%, no sharp cut-off; inactive means mostly below about 32%; further: some compounds called inactive have numbers as strong as hits
Numbers without * were called inactive; · = no result given; & = joins results of further samples; [ ] = remark or other dose. A portion of the library; rates above refer to the full screens.

Value order – IDE cell activ	NALP1 inh	MEKK3 PB1 HTS	MEKK2 mut-MEK5	M18AAP inhibitor	UBC9 SUMO inh	pCIP destab	MEKK2wt PB1 HTS	IDE inh
- O=C(O)c1ccccc1SCC(=O)N1c2ccccc2Sc2ccccc21
→ -1.4	8.1	102.0	2.0	6.9	1.9	-0.7	103.0	8.4
- O=C(COc1ccc2c3c(c(=O)oc2c1)CCCC3)NC(Cc1ccc(Cl)cc1)C(=O)O (stereo unspecified)
→ 2.3	3.7	101.0	4.0	-1.5	6.9	-11.6	101.0	-4.7
- N/C(=N\OC(=O)CCCOc1ccccc1)c1cccc(Br)c1
→ 4.2	0.7	101.0	-6.0	1.0	-11.4	13.4	94.0	1.1
- COc1cccc(-n2nc(C(=O)N3CCN(Cc4ccccc4)CC3)c3ccccc3c2=O)c1
→ 5.0	-1.6	88.0	-9.0	-3.5	21.3	-13.4	89.0	0.5
- O=C(c1ccco1)N1CCCSC1=Nc1ccccc1
→ -0.6	9.0	97.0	1.0	4.9	15.0	-4.4	101.0	2.4
- CCOc1ccc(CCNC(=O)C2CC(=O)N(Cc3ccc(OC)cc3)C2)cc1OCC (stereo unspecified)
→ 5.0	0.7	101.0	2.0	0.3	·	-5.0	98.0	3.4
- CC1CN(C(=O)CCC(=O)NC(C)c2ccccc2)c2cc(Cl)ccc2O1 (stereo unspecified)
→ 0.7	-14.5	101.0	-2.0	3.7	11.7	-10.4	100.0	-1.4
- COc1ccc(CCn2c(=O)c3cccnc3n(Cc3ccc([N+](=O)[O-])cc3)c2=O)cc1OC
→ 4.0	-18.9	100.0	-5.0	-7.7	-11.4	5.8	94.0	·
- CCC(=C/c1sc2ccc3ccccc3c2[n+]1C)/C=C1\Sc2ccc3ccccc3c2N1C
→ -10.6	42.3*	23.0*[inhibitor]	-20.0	19.7	9.2	-47.3	9.0*[inhibitor]	50.5*
- CCN(C(=O)Cc1c(C(=O)O)n(CC)c2ccccc12)c1cccc(C(F)(F)F)c1
→ 5.8	-1.8	92.0	-8.0	-2.7	-2.3	4.4	97.0	1.8
- COc1ccc(-c2cc(NCCc3ccncc3)n3ncnc3n2)cc1
→ 8.7	20.6	100.0	1.0	-4.4	29.3	-10.3	100.0	-2.1
- N=C1/C(=C/c2cccn2-c2cccc([N+](=O)[O-])c2)C(=O)N=C2SC=CN12
→ ·	24.4	135.0*	0.0	-2.6	-4.1	0.2	112.0	3.1
- COc1ccc(NC(=O)CSc2nc3ccccc3nc2N2CCCC2)c(OC)c1
→ 6.0	24.1	101.0	-5.0	-1.2	-13.1	18.0	94.0	3.9
- O=C(CSc1ccc(-c2ccc(Br)cc2)nn1)N1CCOCC1
→ 2.0	18.4	102.0	2.0	1.2	2.0	0.7	101.0	10.1
- COc1cccc(Nc2nc(-c3ccc4c(c3)OCCO4)cs2)c1
→ -5.5	17.1	99.0	2.0	-1.2	20.8	2.5	100.0	-4.2
- CNC(=O)C1CCN(S(=O)(=O)c2c(C)noc2/C=C/c2cccc(OC)c2)CC1
→ -0.7	26.4	100.0	1.0	-6.2	14.0	-1.9	100.0	-0.1
- Cc1cc(C)c(C#N)c(SCCS(=O)(=O)Cc2ccccc2)n1
→ -1.5	12.6	103.0	15.0	2.5	10.2	-14.2	123.0	-1.3
- CC(C)Cn1c(N2CCN(C(=O)/C=C/c3ccccc3)CC2)nc2ccccc21
→ 2.0	2.6	97.0	-3.0	2.0	2.6	-6.5	96.0	0.1
- C/C(=N\NC(=O)CN1CCN(S(=O)(=O)c2ccc(C)cc2)CC1)c1ccc(O)cc1
→ -0.4	-7.1	84.0	-10.0	-0.4	10.9	-3.7	85.0	3.8
- COc1cccc(CNC(=O)C2CCC(CNS(=O)(=O)c3cccc4cccnc34)CC2)c1 (stereo unspecified)
→ 2.9	-5.3	99.0	2.0	-2.5	3.5	-14.3	102.0	-0.3
- O=C(CCCN1C(=O)/C(=C/c2cccs2)SC1=S)Nc1cccnc1
→ 0.5	-13.2	96.0	-7.0	-0.9	-4.8	-13.3	92.0	1.6
- Fc1cc(Cl)c(OCc2noc(-c3ccsc3)n2)c(Cl)c1
→ 7.2	25.5	107.0	5.0	-8.6	5.3	-20.2	107.0	4.0
- CCOC(=O)C(=NC(C)CC)NNc1ccc(Br)cc1 (stereo unspecified)
→ 2.5	32.2	95.0	-1.0	29.6*	2.6	-1.8	96.0	3.5
- N#Cc1cc([N+](=O)[O-])ccc1Oc1cccc(/C=N/NC(=O)c2ccc(Cl)cc2)c1
→ -2.5	19.4	102.0	4.0	3.3	3.9	-7.0	107.0	-1.0
- CC1C(=O)N(Cc2ccccc2)c2ccccc2N1C(=O)c1ccccc1 (stereo unspecified)
→ -6.0	-5.2	108.0	7.0	-8.2	12.1	-15.4	114.0	-0.6
- O=CN1N=C(c2ccccc2)CC1c1ccc(Cl)cc1 (stereo unspecified)
→ -3.1	-10.3	103.0	-1.0	1.0	10.9	-4.2	100.0	-3.7
- COC(=O)C1=C(N)OC2=C(C(=O)CCC2)C1c1ccc2c(c1)OCO2 (stereo unspecified)
→ 5.4	10.2	104.0	2.0	8.3	-3.7	-5.1	106.0	2.9
- CCN(CC)CCCNC(=O)c1cc2c(=O)[nH]c3ccc(C)cc3c2s1
→ -3.2	13.0	105.0	5.0	0.4	11.0	-1.9	113.0	·
- Oc1ccc(NC(=S)Nc2ccc(F)cc2)cc1
→ 1.7	9.7	100.0	-4.0	2.7	11.2	-5.6	105.0	-6.0
- O=C1NCCC/C1=N/Nc1cc(F)ccc1F
→ -5.5	1.9	94.0	-11.0	0.0	-20.3	7.0	90.0	-3.3

Brought forward from above: 3 compounds; new compounds follow.
Value order – IDE cell activ	NALP1 inh	MEKK3 PB1 HTS	MEKK2 mut-MEK5	M18AAP inhibitor	UBC9 SUMO inh	pCIP destab	MEKK2wt PB1 HTS	IDE inh
- CCN(CC)CCCNC(=O)c1cc2c(=O)[nH]c3ccc(C)cc3c2s1
→ -3.2	13.0	105.0	5.0	0.4	11.0	-1.9	113.0	·
- Oc1ccc(NC(=S)Nc2ccc(F)cc2)cc1
→ 1.7	9.7	100.0	-4.0	2.7	11.2	-5.6	105.0	-6.0
- O=C1NCCC/C1=N/Nc1cc(F)ccc1F
→ -5.5	1.9	94.0	-11.0	0.0	-20.3	7.0	90.0	-3.3
- Cc1cccc(C(CC(=O)O)NC(=O)C(F)(F)F)c1 (stereo unspecified)
→ 10.1	4.9	101.0	-4.0	1.4	11.3	5.3	99.0	-9.8
- COc1cc(Nc2ccc(C)cc2)c([N+](=O)[O-])nc1[N+](=O)[O-]
→ -1.7	8.8	92.0	-3.0	-14.1	17.4	-8.6	95.0	-4.0
- Cc1c(CCO)c(=O)[nH]n1C(=O)c1c(F)cccc1F
→ 2.0	26.1	101.0	1.0	1.3	17.9	-8.7	100.0	5.0
- CCC(C)NCC(=O)Nc1cc(S(=O)(=O)N(CC)c2ccccc2)ccc1Cl (stereo unspecified)
→ 1.2	33.2	95.0	-2.0	3.3	-15.0	-4.2	99.0	2.0
- Cc1cccc(NC(=O)/C(C#N)=C/c2ccc(Sc3ccccc3)o2)c1C
→ 1.9	14.7	128.0*	-1.0	0.1	18.3	5.1	99.0	4.6
- Nc1nc(N)c2sc3nc4c(cc3c2n1)CCC4
→ 1.0	15.4	103.0	11.0	1.6	22.9	-17.3	107.0	2.5
- CCCCN1CC(=O)N2[C@H](c3ccc(Cl)cc3)[C@@H]3C(=O)N(CC)C(=O)[C@@H]3[C@]2(C)C1=O
→ 1.7	24.2	101.0	-8.0	-10.7	-3.1	3.7	96.0	0.3
- COCCOC(=O)C1=C(C)N(Cc2ccccc2)C(=O)NC1c1cccc(OC)c1OC (stereo unspecified)
→ 1.1	-10.2	100.0	-1.0	-1.8	15.8	-6.6	102.0	-0.8
- CC(CCc1ccccc1)NC(=O)COC(=O)C1CCC(C(C)(C)C)CC1 (stereo unspecified)
→ -1.9	37.3	103.0	9.0	0.0	-37.3	-1.6	118.0	4.8
- Cc1ccc(NC(=S)NNC(=O)c2cccc([N+](=O)[O-])c2)cc1Cl
→ 3.2	5.9	99.0	-2.0	11.3	-63.6	10.7	99.0	2.4
- OC(CNCc1ccccc1Cl)COc1ccc(F)cc1 (stereo unspecified)
→ 6.0	18.7	100.0	-4.0	3.1	-16.2	12.5	98.0	-2.8
- CCOC(=O)C1CCCN(CCCc2ccccc2)C1 (stereo unspecified)
→ 3.2&-3.8	-16.9&-19.0	110.0&102.0	7.0&6.0	3.6&-3.2	20.4&13.0	-4.2&-4.0	113.0&108.0	1.3&2.4
- O=C(CCOc1ccccc1)Nc1ccc(S(=O)(=O)N2CCCC2)cc1
→ 5.0	5.0	115.0	-1.0	1.9	-14.3	9.2	111.0	3.3
- O=C(CN1CCN(c2ccc(Cl)cc2)CC1)c1ccccc1
→ 3.4	8.4	100.0	4.0	9.1	-9.5	5.9	107.0	0.8
- CCOC(=O)NC(NC(=S)Nc1ccccc1OC)C(Cl)(Cl)Cl (stereo unspecified)
→ 0.6	·	97.0	-2.0	-13.1	-9.0	-8.0	93.0	-3.1
- CC(=O)O/N=C(/c1nonc1N)N1CCN(c2ccc([N+](=O)[O-])cc2Cl)CC1
→ 1.1	23.4	101.0	-2.0	6.3	9.5	-0.9	101.0	2.7
- Cc1cc(C)nc(N2CCCC(C(=O)Nc3ccc4c(c3)OCCO4)C2)n1 (stereo unspecified)
→ 5.6	4.7	99.0	-6.0	4.0	-12.6	0.5	101.0	1.4
- CC(C)Cn1c(N)c(C(=O)CSc2nc3ccccc3c(=O)n2CCCN2CCOCC2)c(=O)n(C)c1=O
→ ·	2.4	106.0	0.0	-5.0	4.8	-4.8	103.0	1.6
- O=C(N/N=C/c1ccc(-c2cccc([N+](=O)[O-])c2)o1)[C@H]1C[C@@H]1c1ccccc1
→ -0.8	30.8	113.0	0.0	-1.1	7.1	7.0	102.0	-0.9
- COc1ccc(CNC(=O)c2ccc(=O)oc2)cc1OC
→ 4.5	7.3	102.0	10.0	3.1	18.6	-5.3	107.0	7.4
- Cc1c(C(=O)N2CCOCC2)[nH]c2c1C(=O)CC(c1ccccc1Cl)C2 (stereo unspecified)
→ 2.2	10.0	105.0	10.0	1.9	-20.0	6.6	116.0	-1.9
- Cc1ccc(CSc2nc3c(c(=O)[nH]2)C(c2ccncc2)C2=C(CCCC2=O)N3)cc1 (stereo unspecified)
→ -0.6	1.3	106.0	4.0	3.5	19.6	-0.3	99.0	-2.3
- COc1ccc(C2C(C(=O)/C=C/c3ccco3)=C(O)C(=O)N2CCN2CCOCC2)cc1OC (stereo unspecified)
→ 1.8	-2.9	100.0	1.0	25.1	29.6	-11.1	99.0	-0.4
- Cc1ccc(OCC(=O)Nc2cccc(O)c2)cc1C
→ 3.2	25.6	99.0	0.0	0.4	-3.8	-6.3	98.0	6.2
- Cc1ccc(NC(=O)CCNC(=O)c2ccco2)cc1Cl
→ 1.3	6.1	100.0	-2.0	5.0	-17.2	12.4	97.0	-2.0

Bioassay records (PubChem)
